HKDC1 inh = HKDC1 (human) hexokinase inhibition; Q2TB90; recombinant HKDC1, G6PDH/diaphorase resazurin coupled fluorescence; inhibition, % at 20 µM; hit rate 0.16% among 340,000;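 active = inhibition above about 35% when tested at 20 µM, limit read from the data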;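 note: plate controls were DMSO wells with enzyme for no effect and DMSO wells lacking enzyme for full effect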
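Material: recombinant HKDC1 hexokinase; Amount: HKDC1 at 5 µg/mL; Medium: Tris pH 8.0 buffer with MgCl2, Tween-20, BSA, BME; Schedule: 90 min reaction incubation at room temperature, dark; Technique: coupled resazurin fluorescence, excitation 525 nm, emission 613 nm.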
NLRP3 yeast inh = blocks the NALP3 inflammasome reconstituted in yeast. Yeast reconstituted NLRP3/ASC/caspase-1, beta-gal luminescence, 24 h. inhibition, % at 10 µM. hit rate 0.39% among 330,000. AID 2825;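 active = inhibition of 50% or more; inactive = inhibition below 50%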;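 note: plate controls were induced DMSO wells for no effect and uninduced yeast grown without galactose for full effect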
SENP8 block-1 = SENP8 protease inhibition. AID 2540. inhibition, % at 10 µM. hit rate 1.2% among 330,000. purified SENP8, Z-RLRGG-aminoluciferin cleavage, luminescence; in the data active = inhibition above about 50%
Target sequence (Q96LD8 whole entry, looked up): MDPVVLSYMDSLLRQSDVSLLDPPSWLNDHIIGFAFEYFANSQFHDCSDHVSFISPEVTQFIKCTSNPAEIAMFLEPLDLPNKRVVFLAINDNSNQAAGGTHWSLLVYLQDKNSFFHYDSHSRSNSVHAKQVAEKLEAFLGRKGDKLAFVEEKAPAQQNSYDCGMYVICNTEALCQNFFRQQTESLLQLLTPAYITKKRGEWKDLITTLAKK
SENP8 block-2 = inhibitors of human SENP8 protease; inhibition, % at 20 µM; recombinant SENP8, Nedd8 substrate fluorescence; AID 602440; Q96LD8; hit rate 0.64% among 360,000; in the data active = inhibition mostly above about 40%, no sharp cut-off; inactive = mostly below about 27%
PfGluPho inh = PfG6PD (Plasmodium falciparum) enzyme inhibition. PfGluPho enzyme, NADPH resazurin-diaphorase fluorescence. inhibition, % at 20 µM. hit rate 0.78% among 350,000. AID 504690;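 active = inhibition reaching at least a set limit at 20 µM in the primary screen, cut at about 59% in these data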;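 note: 0% = DMSO wells with substrate and 100% = DMSO wells lacking glucose-6-phosphate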
SENP6 block = SENP6 protease inhibition; Q9GZR1; inhibition, % at 10 µM; Recombinant SENP6 catalytic domain, aminoluciferin luminescence; hit rate 1.8% among 330,000;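 active = inhibition above about 50% at the single tested dose, limit read from the data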;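 note: plate controls were DMSO wells with enzyme for no effect and DMSO wells lacking enzyme for full effect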
Target sequence (Q9GZR1 628-1112 limits assumed): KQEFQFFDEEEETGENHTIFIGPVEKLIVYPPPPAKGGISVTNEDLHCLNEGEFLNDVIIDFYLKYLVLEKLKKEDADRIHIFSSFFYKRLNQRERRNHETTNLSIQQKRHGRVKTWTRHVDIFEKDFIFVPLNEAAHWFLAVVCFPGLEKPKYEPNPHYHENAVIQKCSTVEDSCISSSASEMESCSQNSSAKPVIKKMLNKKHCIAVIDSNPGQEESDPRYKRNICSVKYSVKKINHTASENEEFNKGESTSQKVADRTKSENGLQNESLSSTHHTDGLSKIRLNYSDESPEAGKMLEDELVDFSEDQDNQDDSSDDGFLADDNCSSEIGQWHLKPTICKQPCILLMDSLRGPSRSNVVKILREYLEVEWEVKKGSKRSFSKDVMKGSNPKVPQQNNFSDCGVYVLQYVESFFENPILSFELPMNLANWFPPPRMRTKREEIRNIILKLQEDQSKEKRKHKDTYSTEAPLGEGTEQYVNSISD
SENP1 inh = inhibitors of human SENP1 SUMO protease catalytic domain. Q9P0U3. recombinant SENP1 catalytic domain, CyPet-SUMO1-YPet FRET cleavage. inhibition, % at 10 µM. hit rate 0.21% among 360,000. AID 624204;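 active = inhibition at least 30% at 10 µM, raw YFP signal under a set limit, fluorescence ratio 0.5 to 1.5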;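 note: 0% = enzyme with DMSO and 100% = no enzyme wells; some results filed as inactive read as strong as hits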
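Test system: hSENP1 catalytic domain, recombinant; Amount: 20 pM final SENP1 enzyme; Medium: Tris pH 8 buffer plus EDTA, NaCl, BME, BSA, NP40, catalase; Schedule: 50 min enzyme reaction, room temperature, light-protected; Technique: FRET fluorescence in CFP and YFP emission channels; Controls: no-enzyme wells low, DMSO-plus-enzyme wells high control.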
Apaf-1 inh = human Apaf-1 inhibition | O14727 | reconstituted apoptosome caspase-3 activity, DEVD-Rh110 fluorescence | inhibition, % at 20 µM | hit rate 0.71% among 330,000; active = inhibition of at least 40% at 20 µM;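 note: plate controls were DMSO wells for no effect and DEVD-CHO caspase inhibitor wells for full effect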
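Material: reconstituted apoptosome with Apaf-1, cytochrome c, caspase-9, procaspase-3, dATP; medium: pH 7.5 Hepes buffer with CHAPS, BSA, DTT; also added: cytochrome c and DEVD-Rh110 substrate; timing: 30 min plus 50 min, RT; signal: Rh110 fluorescence intensity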
SENP7 inh = blocks the human protease SENP7; Q9BQF6; recombinant SENP7, Z-RLRGG-aminoluciferin luminescence, 40 min; inhibition, % at 5 µM; hit rate 1.5% among 330,000; AID 434973;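 active = inhibition above about 50% at the single test dose, limit read from the data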;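 note: plate controls were DMSO with enzyme for no effect and no enzyme buffer wells for full effect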
Target sequence (Q9BQF6 706-1050 limits assumed): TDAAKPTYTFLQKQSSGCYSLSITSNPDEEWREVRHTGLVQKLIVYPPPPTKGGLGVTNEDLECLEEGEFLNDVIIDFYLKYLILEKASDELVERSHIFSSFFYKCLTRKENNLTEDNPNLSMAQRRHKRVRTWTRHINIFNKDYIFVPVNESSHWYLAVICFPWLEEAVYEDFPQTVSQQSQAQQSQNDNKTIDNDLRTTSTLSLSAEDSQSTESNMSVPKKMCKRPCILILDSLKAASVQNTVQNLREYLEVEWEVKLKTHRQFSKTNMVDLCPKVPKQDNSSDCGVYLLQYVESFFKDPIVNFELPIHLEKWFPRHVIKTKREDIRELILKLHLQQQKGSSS
Numbers without * were called inactive.

Cc1cc(C)cc(N(C(=O)CCC(=O)Nc2ccccn2)C(C(=O)NC(C)C)c2ccc(O)cc2)c1 (stereo not given) was read as NLRP3 yeast inh -5.3, SENP8 block-1 8.4, SENP6 block 13.5, Apaf-1 inh -16.1 and SENP7 inh 6.3.
For Cc1c(CCC(=O)N[C@@H](C)C(=O)O)c(=O)oc2cc3occ(-c4ccccc4)c3cc12 the results were HKDC1 inh 7.0, NLRP3 yeast inh 4.0, SENP8 block-1 -2.5, SENP8 block-2 -208.5, PfGluPho inh -35.0, SENP6 block 2.0, SENP1 inh -1.9, Apaf-1 inh 10.8 and SENP7 inh -11.5.
Screening COC(=O)CN1C(=S)N(c2ccc(OC)cc2)C(=O)/C1=C/c1ccc(OC)cc1 returned HKDC1 inh 12.7, NLRP3 yeast inh -18.3, SENP8 block-1 -9.6, SENP8 block-2 14.6, PfGluPho inh -6.6, SENP6 block -7.4, SENP1 inh -38.5, Apaf-1 inh 10.5 and SENP7 inh -2.8.
CCN(CC)CCNCc1ccc(OCc2ccc(Cl)nc2)c(OC)c1 was read as HKDC1 inh -9.4, NLRP3 yeast inh 18.6, SENP8 block-1 0.2, SENP8 block-2 22.6, PfGluPho inh 6.5, SENP6 block 7.2, SENP1 inh -0.4, Apaf-1 inh -4.7 and SENP7 inh 0.4.
Screening COc1ccc(COCC(O)CN2CCCCC2)cc1OC (stereo not given) returned HKDC1 inh -3.1, NLRP3 yeast inh 17.2, SENP8 block-1 -5.6, SENP8 block-2 -19.9, PfGluPho inh -3.1, SENP6 block -15.4, SENP1 inh 2.2, Apaf-1 inh 6.0 and SENP7 inh 8.0.
`CC(C)(C)NC(=O)NC(=O)COC(=O)c1cccc(OC(F)F)c1` gave HKDC1 inh -4.4, NLRP3 yeast inh 7.0, SENP8 block-1 1.0, SENP8 block-2 15.3, PfGluPho inh 10.5, SENP6 block 21.0, SENP1 inh 1.9, Apaf-1 inh -10.8 and SENP7 inh 2.5.
For O=C(CNC(=O)c1ccc(Br)cc1)OCC(=O)c1ccccc1 the results were HKDC1 inh -3.3, NLRP3 yeast inh 9.7, SENP8 block-1 0.2, SENP8 block-2 4.8, PfGluPho inh -6.6, SENP6 block 19.3, SENP1 inh 0.8, Apaf-1 inh -0.4 and SENP7 inh -1.5.
CCNC(=O)O/N=C(\C)c1sc(-c2ccccc2)nc1C was read as HKDC1 inh -5.5, NLRP3 yeast inh 28.3, SENP8 block-1 -5.1, SENP8 block-2 -3.0, PfGluPho inh -3.4, SENP6 block -8.9, SENP1 inh 0.0, Apaf-1 inh -9.9 and SENP7 inh -1.8.
Screening Cn1nnnc1SCC(=O)NCc1cc([N+](=O)[O-])ccc1O returned HKDC1 inh 11.1, NLRP3 yeast inh 17.2, SENP8 block-1 0.8, SENP8 block-2 15.8, PfGluPho inh -5.8, SENP6 block -11.3, SENP1 inh -1.1, Apaf-1 inh -4.3 and SENP7 inh 3.0.
For O=C(Nc1ccc(C(=O)N2CCCCC2)cc1)C1CCCCC1 the results were HKDC1 inh -3.2, NLRP3 yeast inh 11.1, SENP8 block-1 -6.0, SENP8 block-2 18.1, PfGluPho inh 6.5, SENP6 block 7.1, SENP1 inh -0.4, Apaf-1 inh 0.1 and SENP7 inh 4.4.
Screening CN(C)S(=O)(=O)c1ccc(C(=O)OCC(=O)c2csc(N3CCCCC3)n2)cc1 returned HKDC1 inh 5.2, NLRP3 yeast inh 15.8, SENP8 block-1 -8.8, SENP8 block-2 -38.2, PfGluPho inh -4.7, SENP6 block -18.0, SENP1 inh -67.3, Apaf-1 inh -4.3 and SENP7 inh 4.6.
For CCc1ccc(NC(=O)CN(CC(=O)Nc2ccc(CC)cc2)CC(C)O)cc1 (stereo not given) the results were HKDC1 inh 2.2, NLRP3 yeast inh 10.5, SENP8 block-1 2.2, SENP8 block-2 17.1, PfGluPho inh 15.8, SENP6 block 2.0, SENP1 inh 2.3, Apaf-1 inh 6.7 and SENP7 inh 2.4.
`NC1=NC(=Nc2cccc(Cl)c2)c2ccccc21` gave HKDC1 inh 14.8, NLRP3 yeast inh 0.4, SENP8 block-1 -12.6, SENP8 block-2 16.2, PfGluPho inh 12.7, SENP6 block -27.2, SENP1 inh -0.5, Apaf-1 inh 0.8 and SENP7 inh -2.2.
`O=C(Nc1cc(Sc2ccccn2)cc([N+](=O)[O-])c1)c1cccc(Cl)c1` gave HKDC1 inh -1.2, NLRP3 yeast inh 14.0, SENP8 block-1 -3.3, SENP8 block-2 10.6, PfGluPho inh 13.0, SENP6 block -8.3, SENP1 inh 4.1, Apaf-1 inh 12.0 and SENP7 inh 3.0.
`O=C(NCc1nc(-c2ccccc2)no1)Nc1ccc(F)cc1` gave HKDC1 inh -3.5, NLRP3 yeast inh 16.0, SENP8 block-1 -4.9, SENP8 block-2 4.8, PfGluPho inh -7.8, SENP6 block 1.0, SENP1 inh -1.4, Apaf-1 inh -7.7 and SENP7 inh 7.1.
For O=C(NNc1ccccc1F)C1CCC1 the results were HKDC1 inh -0.9, NLRP3 yeast inh 25.5, SENP8 block-1 -9.6, SENP8 block-2 28.7, PfGluPho inh 12.9, SENP6 block -32.7, SENP1 inh 0.0, Apaf-1 inh 2.4 and SENP7 inh -2.0.
`Nc1ccc(-c2cnc(-c3ccc(N)cc3)nc2)cc1` gave HKDC1 inh 1.9, NLRP3 yeast inh 19.2, SENP8 block-1 -1.3, SENP8 block-2 -269.4, PfGluPho inh 6.1, SENP6 block -17.1, SENP1 inh -13.1, Apaf-1 inh 8.3 and SENP7 inh 29.0.
For Cc1ccnc(N2CCC(C(=O)Nc3ccc4c(c3)OCCO4)CC2)n1 the results were HKDC1 inh -8.0, NLRP3 yeast inh 12.1, SENP8 block-1 -10.2, SENP8 block-2 -54.9, PfGluPho inh 9.7, SENP6 block -41.9, SENP1 inh -0.8, Apaf-1 inh 4.6 and SENP7 inh -5.0.
`CCN(CC)S(=O)(=O)c1ccc(C(=O)NC(=S)N(CCC#N)Cc2cccnc2)cc1` gave HKDC1 inh -3.6, NLRP3 yeast inh 21.3, SENP8 block-1 -3.9, SENP8 block-2 -9.2, PfGluPho inh 5.6, SENP6 block -14.0, SENP1 inh 1.0, Apaf-1 inh -3.5 and SENP7 inh 2.0.
Screening COc1cc(/C=C(\C#N)c2nnc(N3CCOCC3)n2-c2ccccc2)ccc1O returned HKDC1 inh -4.0, NLRP3 yeast inh 11.6, SENP8 block-1 5.8, SENP8 block-2 -39.2, PfGluPho inh 12.4, SENP6 block 1.4, SENP1 inh -48.4, Apaf-1 inh -5.3 and SENP7 inh 1.1.

The final two entries of the part before are carried over, then new ones follow:
`CCN(CC)S(=O)(=O)c1ccc(C(=O)NC(=S)N(CCC#N)Cc2cccnc2)cc1` gave HKDC1 inh -3.6, NLRP3 yeast inh 21.3, SENP8 block-1 -3.9, SENP8 block-2 -9.2, PfGluPho inh 5.6, SENP6 block -14.0, SENP1 inh 1.0, Apaf-1 inh -3.5 and SENP7 inh 2.0.
Screening COc1cc(/C=C(\C#N)c2nnc(N3CCOCC3)n2-c2ccccc2)ccc1O returned HKDC1 inh -4.0, NLRP3 yeast inh 11.6, SENP8 block-1 5.8, SENP8 block-2 -39.2, PfGluPho inh 12.4, SENP6 block 1.4, SENP1 inh -48.4, Apaf-1 inh -5.3 and SENP7 inh 1.1.
`O=C(CCNS(=O)(=O)c1ccc(Br)cc1)NCCCSc1ccccc1` gave HKDC1 inh -2.0, NLRP3 yeast inh 12.8, SENP8 block-1 0.0, SENP8 block-2 6.2, PfGluPho inh -2.4, SENP6 block 13.3, SENP1 inh 2.5, Apaf-1 inh 10.5 and SENP7 inh 6.9.
For O=C1OCCN1C(=O)[C@H]1[C@H](c2ccccc2)C(c2cccc(Cl)c2)=NN1c1ccccc1 the results were HKDC1 inh 0.3, SENP8 block-2 -389.4, PfGluPho inh 19.3, SENP1 inh -23.6, Apaf-1 inh 13.4 and SENP7 inh -7.2.
For CCC1(C)Cc2c(c(=O)n(-c3ccccc3)c3ncnc(N)c23)CO1 (stereo not given) the results were HKDC1 inh 13.1, NLRP3 yeast inh 6.3, SENP8 block-1 -3.6, SENP8 block-2 -130.9, PfGluPho inh 17.6, SENP6 block -18.5, SENP1 inh -3.2, Apaf-1 inh -5.1 and SENP7 inh -11.3.
For O=C(COC(=O)CSCc1ccccc1)NCc1ccccc1 the results were HKDC1 inh 1.8, NLRP3 yeast inh 8.1, SENP8 block-1 2.1, SENP8 block-2 6.0, PfGluPho inh -8.0, SENP6 block 5.1, SENP1 inh 0.2, Apaf-1 inh 2.6 and SENP7 inh -2.9.
`O=C(O)CCCN1C(=O)/C(=C\c2ccccc2OCc2ccccc2)SC1=S` gave HKDC1 inh 7.2, NLRP3 yeast inh 1.6, SENP8 block-1 -13.0, SENP8 block-2 19.0, PfGluPho inh -30.2, SENP6 block -8.3, SENP1 inh -3.9, Apaf-1 inh 10.5 and SENP7 inh -3.7.
Screening COc1ccc(OCCn2cc(/C=C(\C#N)C(=O)NCc3ccco3)c3ccccc32)cc1 returned HKDC1 inh -2.9, NLRP3 yeast inh 9.5, SENP8 block-1 -1.2, SENP8 block-2 -38.8, PfGluPho inh -12.6, SENP6 block -4.8, SENP1 inh -27.6, Apaf-1 inh -1.9 and SENP7 inh 1.1.
O=C(c1ccco1)N1CCN(c2ccc(N3CCCCC3)nn2)CC1 was read as HKDC1 inh 5.0, NLRP3 yeast inh 5.4, SENP8 block-1 -2.0, SENP8 block-2 inactive, PfGluPho inh 19.1, SENP6 block -2.7, SENP1 inh -29.3, Apaf-1 inh 0.5 and SENP7 inh -3.2.
Screening COc1cccc(NC(=O)CCc2nnc3ccc(N4CCN(c5cccc(OC)c5)CC4)nn23)c1 returned HKDC1 inh 6.1, NLRP3 yeast inh 1.3, SENP8 block-1 -2.5, SENP8 block-2 10.5, PfGluPho inh 9.5, SENP6 block 2.1, SENP1 inh -0.3, Apaf-1 inh 21.5 and SENP7 inh -6.8.

Gathered by group, those above with a COOH group (2)
For Cc1c(CCC(=O)N[C@@H](C)C(=O)O)c(=O)oc2cc3occ(-c4ccccc4)c3cc12 the results were HKDC1 inh 7.0, NLRP3 yeast inh 4.0, SENP8 block-1 -2.5, SENP8 block-2 -208.5, PfGluPho inh -35.0, SENP6 block 2.0, SENP1 inh -1.9, Apaf-1 inh 10.8 and SENP7 inh -11.5.
`O=C(O)CCCN1C(=O)/C(=C\c2ccccc2OCc2ccccc2)SC1=S` gave HKDC1 inh 7.2, NLRP3 yeast inh 1.6, SENP8 block-1 -13.0, SENP8 block-2 19.0, PfGluPho inh -30.2, SENP6 block -8.3, SENP1 inh -3.9, Apaf-1 inh 10.5 and SENP7 inh -3.7.

Assay outcomes as filed in PubChem BioAssay.

Compounds were not picked by outcome. About 4.1% of those tested had a hit in this group.
